Fluorescein fluor: fluorescein region autofluorescence | Compound autofluorescence, 480/540 nm, fluorescein-equivalent; stronger effect = higher value | 0.91% of 59,000 active | AID 593 | max fluorescein-equivalent concentration, M; in the data active means max fluorescein-equivalent concentration above about 10 nM; inconclusive means between about 1.1 nM and that limit
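In this qHTS profile, compound fluorescence was measured with a 480 nm/540 nm filter pair following a 15-min room-temperature incubation in 100 mM Tris (pH 8.0). A six-point fluorescein series on each plate served for normalization.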
HEK293 cAMP ctrl: parental HEK293 cAMP activation (counter-screen) | Potency, µM (top dose mostly 57.1 µM), for the others: at the highest dose activation, actives largely listed as activators | parental HEK293 CNG cAMP sensor, membrane potential fluorescence | AID 938 | 2.5% of 73,000 active; further: potency means the concentration at half of the fitted maximal effect; % of control where 0% means no effect; nearly all actives have a fitted effect of over 55% in size
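Counterscreen for endogenous-receptor signalling: CNG-channel HEK 293 cells report cAMP rise by membrane depolarization. After 60 min dye equilibration with 100 uM RO 20-1724, compounds incubated 30 min before bottom-read fluorescence at 590 nm.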
Tau filament bind: binders of human tau filaments; recombinant tau filaments, thioflavin S fluorescence, 15 h; filaments grown with octadecylsulfate alongside compound; Potency, µM (doses to about 57.1 µM), without a hit: at the highest dose activity change, negative = inhibition; 2% of 71,000 active; AID 596;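 further: potency means the concentration at half of the fitted maximal effect; on the % scale 0 is the no-effect control and ±100 the full control effect; actives lower thioflavin S fluorescence by blocking filaments or displacing dye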
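Assay mix: 1 uM His-tagged tau, 30 uM sodium octadecylsulfate, thioflavine S dye in HEPES/NaCl/DTT buffer. Compound is added prior to the inducer. Fluorescence after 15 h at 37 C.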
TexasRed autofl: compound fluoresces in the Texas Red spectral region; Compound fluorescence, Texas Red channel, 547/618 nm; stronger effect = higher value; max dye-equivalent concentration, M; 0.06% of 59,000 active; in the data active means max dye-equivalent concentration above about 10 nM; inconclusive means between about 1.1 nM and that limit
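Spectral interference profiling: each compound concentration's relative fluorescence, read with a 547 nm excitation and 618 nm emission filter pair, was normalized to a per-plate Texas Red standard curve.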
Rhodamine autofl: rhodamine region autofluorescence; AID 594; Rhodamine-region fluorescence, 547/598 nm, Tris buffer; stronger effect = higher value; max dye-equivalent concentration, M; 0.05% of 59,000 active; in the data active means max dye-equivalent concentration above about 11 nM; inconclusive means between about 1.1 nM and that limit
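Steps: pin-transfer compounds into pH 8.0 Tris (100 mM), hold 15 min at room temperature, image with a 547/598 nm filter pair, and convert intensities to rhodamine-equivalent concentration using a six-point on-plate rhodamine series.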
4MU fluor: compound fluoresces in the 4-MU spectral region | compound autofluorescence, 340/450 nm, 4-MU equivalents; stronger effect = higher value | max dye-equivalent concentration, M | 11% of 59,000 active; in the data active means max dye-equivalent concentration above about 10 nM; inconclusive means mostly about 1.1 nM to 9.6 nM
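Intrinsic fluorescence at 340/450 nm (ex/em) was read after 15 min at room temperature in pH 8.0, 100 mM Tris. Each compound concentration expressed as 4-MU-equivalent concentration from a six-point 4-MU standard series on each plate.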
ERK AVP inh: vasopressin-driven ERK pathway inhibition | HEK293-V1b, vasopressin-stimulated pERK AlphaScreen | Potency, µM (highest dose often 57.5 µM), without a hit: at the top dose activity, negative = inhibition, most hits filed as inhibitors | 0.99% of 72,000 active | AID 995; further: potency means the concentration at half of the fitted maximal effect; on the % scale 0 is the no-effect control and ±100 the full control effect; nearly all actives have a fitted effect of over 55% in size
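Overnight-seeded V1b-HEK293 cells in 1% FBS got compound, then vasopressin (25 nM final, 5 min, 37C), then lysis buffer. AlphaScreen detection of phospho-ERK; activity normalized to basal and full-stimulation controls.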
A350 autofl: compounds fluorescent in Alexa 350 spectral region | Compound autofluorescence, 340/450 nm, Alexa 350 dye-equivalents; stronger effect = higher value | max dye-equivalent concentration, M | 11% of 59,000 active | AID 590; in the data active means max dye-equivalent concentration above about 10 nM; inconclusive means mostly about 1.1 nM to 9.6 nM
Caspase-7 inhib: allosteric or competitive inhibitors of human caspase-7; 0.02% of 75,000 active; recombinant caspase-7, Ac-DEVD-AFC fluorescence rate; P55210; Potency, µM (doses to about 57.5 µM), without a hit: at the highest dose activity change, negative = inhibition, actives largely listed as inhibitors; AID 889; active means well fitted inhibition curve with a large enough effect in the main read-out, with a control signal flat, not every such curve was filed as active; inconclusive means small, poorly fitted or top-dose-only effect, or a change in a side signal; further: potency means the concentration at half of the fitted maximal effect; % of control where 0% means no effect
Target sequence (P55210 24-198 limits assumed): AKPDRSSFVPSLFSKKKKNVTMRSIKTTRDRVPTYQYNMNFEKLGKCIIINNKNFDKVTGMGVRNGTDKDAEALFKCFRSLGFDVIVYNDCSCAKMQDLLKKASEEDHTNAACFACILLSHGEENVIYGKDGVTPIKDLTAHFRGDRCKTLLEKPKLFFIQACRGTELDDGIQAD
Target sequence (P55210 207-303 limits assumed): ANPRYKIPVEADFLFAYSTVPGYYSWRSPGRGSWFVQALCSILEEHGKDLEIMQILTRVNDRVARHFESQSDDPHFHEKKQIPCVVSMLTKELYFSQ
FLuc inh: firefly luciferase inhibition. Potency, µM (doses to about 57.1 µM), for inactives: at the highest dose activity change, negative = inhibition, most hits filed as inhibitors. P08659. purified firefly luciferase, luminescence, 8 min. 2.2% of 72,000 active. AID 411; further: potency means the concentration at half of the fitted maximal effect; on the % scale 0 is the no-effect control and ±100 the full control effect; nearly all actives have a fitted effect of over 40% in size
Target sequence (P08659 whole entry, looked up): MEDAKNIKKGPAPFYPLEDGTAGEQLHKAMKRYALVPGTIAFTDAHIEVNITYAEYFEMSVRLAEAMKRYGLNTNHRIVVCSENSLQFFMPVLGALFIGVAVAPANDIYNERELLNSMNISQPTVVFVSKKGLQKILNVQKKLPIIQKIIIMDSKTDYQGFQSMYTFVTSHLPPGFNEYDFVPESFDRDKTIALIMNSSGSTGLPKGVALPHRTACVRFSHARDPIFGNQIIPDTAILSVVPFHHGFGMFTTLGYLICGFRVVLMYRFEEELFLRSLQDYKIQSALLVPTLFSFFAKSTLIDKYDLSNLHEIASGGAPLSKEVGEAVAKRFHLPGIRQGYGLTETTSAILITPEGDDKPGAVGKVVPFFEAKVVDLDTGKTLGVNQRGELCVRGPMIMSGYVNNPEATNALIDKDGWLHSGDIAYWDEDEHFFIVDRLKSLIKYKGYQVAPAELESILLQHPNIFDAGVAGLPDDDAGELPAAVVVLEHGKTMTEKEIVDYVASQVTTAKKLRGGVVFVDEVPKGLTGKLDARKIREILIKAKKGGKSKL
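Here, luciferase activity is measured as luminescence following an 8 min room-temperature reaction at 10 uM ATP, pH 7.2. Every library sample is titrated.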
Caspase-1 inhib: allosteric or competitive inhibitors of human caspase-1 | AID 900 | Potency, µM (titrated, usually from 57.5 µM), inactives show at the top dose activity change, negative = inhibition, most hits filed as inhibitors | P29466 | Caspase-1 enzyme, Ac-WEHD-AFC fluorogenic rate | 0.03% of 75,000 active;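 further: potency means the concentration at half of the fitted maximal effect; plate controls were vehicle for no effect and no substrate for full effect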
Active calls of the source: *; i = inactive; ? = inconclusive; nt = not tested or not shown; & = joins results of further samples; ! = repeats disagree; [ ] = dose if it differs, or a comment. Unless noted, the call rests on the fitted dose curve; in most records, active means well fitted curve in the direction sought with a large enough effect; inconclusive means small, poorly fitted or top-dose-only effect, or another doubt; inactive means no such curve, though single readings can be large; an effect the other way counts as inactive or inconclusive.

SMILES | Fluorescein fluor | HEK293 cAMP ctrl | Tau filament bind | TexasRed autofl | Rhodamine autofl | 4MU fluor | ERK AVP inh | A350 autofl | Caspase-7 inhib | FLuc inh | Caspase-1 inhib
CCCCN(CCCC)CCCOC(=O)c1ccc(N)cc1 | i | 12%[25.6 µM] | -15%[25.6 µM] | ? | i | i | 6% | i | 0% | 1%&2%[25.5 µM] | 2%
CC(C)(C)NCC(O)COc1cccc2c1C[C@H](O)[C@H](O)C2 (some centres not stated) | ? | nt | nt | i | i | ? | nt | ? | nt | 2%[25.5 µM] | nt
CCCCCCCCCCCCCCC[C@@H](O)[C@@H](N)CO | nt | 1% | ? | nt | nt | nt | -1% | nt | -4% | 2% | -8%
Cc1c(C(=O)O)c(O)cc2c1C(=O)c1c(O)c([C@@H]3O[C@H](CO)[C@@H](O)[C@H](O)[C@@H]3O)c(O)c(O)c1C2=O | i | 3% | -28% | i | i | i | nt | i | nt | -5%[11.4 µM] | nt
Nc1ncnc2c1c(-c1ccc(Oc3ccccc3)cc1)cn2C1CCCC1 | ? | 12% | 25% | i | i | i | 7.9µM* | i | -3% | -3% | 0%
CN(C)C/C=C(\c1ccc(Br)cc1)c1cccnc1 | ? | 0%[11.4 µM] | 14%[11.4 µM] | ? | i | ? | 16%[11.5 µM] | ? | -2%[11.5 µM] | 4%[11.4 µM] | 1%[11.5 µM]
CCCC(=O)O[C@]1(C(=O)COC(C)=O)CC[C@H]2[C@@H]3C[C@H](F)C4=CC(=O)C=C[C@]4(C)[C@@]3(F)[C@@H](O)C[C@@]21C | i | nt | nt | i | i | i | nt | i | nt | 0%[25.5 µM] | nt
CCc1ccccc1OC[C@@H](O)CN[C@H]1CCCc2ccccc21 | nt | 40µM* | 13µM* | nt | nt | nt | -26% | nt | 0% | -14% | 2%
CN[C@@H]1[C@H](O)[C@H](NC)[C@@H]2O[C@]3(O)C(=O)C[C@@H](C)O[C@H]3O[C@@H]2[C@H]1O | i | 3% | 40µM* | i | i | i | nt | i | nt | -2%[11.4 µM] | nt
CC1(C)O[C@@H]2C[C@H]3[C@@H]4C[C@H](F)C5=CC(=O)C=C[C@]5(C)[C@@]4(F)[C@@H](O)C[C@]3(C)[C@]2(C(=O)CO)O1 | ? | nt | nt | i | i | i | nt | i | nt | 0%[25.5 µM] | nt
Cn1ccc2cc3c(cc21)CCN3C(=O)Nc1cccnc1 | i | -12%&-13% | 32µM* | i | i | i | ? | i | 2%&4% | 25µM*! | 0%&1%
COc1cc2nc(N3CCN(C(=O)[C@@H]4COc5ccccc5O4)CC3)nc(N)c2cc1OC | ? | 7%[25.6 µM] | 129%[25.6 µM] | i | i | 1.9e-07M* | -3%[25.7 µM] | 1.7e-07M* | 2%[25.7 µM] | 6%[25.5 µM] | -1%[25.7 µM]
Cc1cc(=O)oc2cc(O)ccc12 | i | -5%[25.6 µM] | 1%[25.6 µM] | ? | i | 1.6e-05M* | -19%[25.7 µM] | 1.5e-05M* | ? | 1%[25.5 µM] | ?
COc1cc(C=O)ccc1O | nt | 8% | -2% | nt | nt | nt | 1% | nt | -1% | nt | 2%
CC(C)NNC(=O)c1ccncc1 | ? | 1%[25.6 µM] | 0%[25.6 µM] | ? | i | ? | 15% | ? | 0% | 1%[25.5 µM] | -1%
CCCCCCCCCCCCCCCC(O)C(N)CO (configuration not stated) | ? | nt | nt | i | i | ? | nt | ? | nt | 2%[25.5 µM] | nt
CCCCNCC | nt | ? | -5% | nt | nt | nt | 1% | nt | -2% | nt | 0%
CCc1cccc(CC)c1NC(=O)CN(CC(=O)O)CC(=O)O | ? | ? | 4%[25.6 µM] | i | i | 8.8e-08M* | -6%[25.7 µM] | 1.1e-07M* | 0%[25.7 µM] | 7%[25.5 µM] | -3%[25.7 µM]
CCCOc1ccc2nc(NC(=O)OC)[nH]c2c1 | ? | nt | nt | i | i | i | ? | i | -1% | -2%[25.5 µM] | 1%
Cc1scc2c1N(C(=O)CN1CCN(C)CC1)c1ccccc1NC2=O | ? | 5% | ? | ? | i | i | 15% | i | -2% | -1% | 1%
Cc1onc(-c2ccccc2Cl)c1C(=O)N[C@H]1C(=O)N2[C@H]1SC(C)(C)[C@H]2C(=O)O | ? | 17%[25.6 µM] | 0%[25.6 µM] | i | i | i | -5%[25.7 µM] | i | 0%[25.7 µM] | 7%[25.5 µM] | -3%[25.7 µM]
CCCC(=O)O[C@]1(C(=O)CCl)[C@@H](C)C[C@H]2[C@@H]3CCC4=CC(=O)C=C[C@]4(C)[C@@]3(F)C(=O)C[C@@]21C | i | nt | nt | i | i | i | nt | i | nt | -1%[25.5 µM] | nt
Cc1cc(Cn2cnc3c2C[C@@H](C(=O)O)N(C(=O)C(c2ccccc2)c2ccccc2)C3)ccc1N(C)C | nt | 8% | -45% | nt | nt | nt | -5% | nt | -3% | -2% | 0%
COc1ccc(C(=O)c2ccccc2)c(O)c1 | ? | 10% | 3% | ? | i | i | 29% | i | 1% | -2% | -1%
Nc1ncnc2nc[nH]c12.Nc1ncnc2nc[nH]c12.[Cl][Pt]([Cl])([Cl])[Cl] | i | 0%[11.4 µM] | 0%[11.4 µM] | i | i | i | nt | i | nt | -4%[11.4 µM] | nt
COC(=O)c1ccccc1O | nt | -6% | 0% | nt | nt | nt | -4% | nt | 0% | nt | 0%
CCN(CC)CCOc1ccc(Cc2ccccc2)cc1 | nt | 20% | 43% | nt | nt | nt | 18% | nt | -1% | 2% | -14%
CCCOc1ccc(C(=O)OCCN(CC)CC)cc1N | ? | 25%[25.6 µM] | 2%[25.6 µM] | i | i | i | 35%[25.7 µM] | i | -1%[25.7 µM] | 3%[25.5 µM] | -2%[25.7 µM]
C[C@H](N)C1CCC(C(=O)Nc2ccncc2)CC1 (some centres not stated) | i | ? | -2% | ? | i | ? | -12% | ? | 0% | -3% | -1%

2 records drawn at random from those above:
SMILES | Fluorescein fluor | HEK293 cAMP ctrl | Tau filament bind | TexasRed autofl | Rhodamine autofl | 4MU fluor | ERK AVP inh | A350 autofl | Caspase-7 inhib | FLuc inh | Caspase-1 inhib
COc1cc(C=O)ccc1O | nt | 8% | -2% | nt | nt | nt | 1% | nt | -1% | nt | 2%
Cc1scc2c1N(C(=O)CN1CCN(C)CC1)c1ccccc1NC2=O | ? | 5% | ? | ? | i | i | 15% | i | -2% | -1% | 1%

Laid out differently: 7 of the compounds above.
SMILES	Fluorescein fluor	HEK293 cAMP ctrl	Tau filament bind	TexasRed autofl	Rhodamine autofl	4MU fluor	ERK AVP inh	A350 autofl	Caspase-7 inhib	FLuc inh	Caspase-1 inhib
C[C@H](N)C1CCC(C(=O)Nc2ccncc2)CC1 (some centres not stated)	i	?	-2%	?	i	?	-12%	?	0%	-3%	-1%
CC(C)(C)NCC(O)COc1cccc2c1C[C@H](O)[C@H](O)C2 (some centres not stated)	?	nt	nt	i	i	?	nt	?	nt	2%[25.5 µM]	nt
CCCOc1ccc2nc(NC(=O)OC)[nH]c2c1	?	nt	nt	i	i	i	?	i	-1%	-2%[25.5 µM]	1%
CCCCNCC	nt	?	-5%	nt	nt	nt	1%	nt	-2%	nt	0%
CCCCCCCCCCCCCCCC(O)C(N)CO (configuration not stated)	?	nt	nt	i	i	?	nt	?	nt	2%[25.5 µM]	nt
Cc1cc(=O)oc2cc(O)ccc12	i	-5%[25.6 µM]	1%[25.6 µM]	?	i	1.6e-05M*	-19%[25.7 µM]	1.5e-05M*	?	1%[25.5 µM]	?
COc1cc2nc(N3CCN(C(=O)[C@@H]4COc5ccccc5O4)CC3)nc(N)c2cc1OC	?	7%[25.6 µM]	129%[25.6 µM]	i	i	1.9e-07M*	-3%[25.7 µM]	1.7e-07M*	2%[25.7 µM]	6%[25.5 µM]	-1%[25.7 µM]

Bioassay records from PubChem BioAssay.

Some of the compounds tested (hit frequency here may not be typical).
